RAD54 branch: RAD54 (human) branch migration inhibition | RAD54 Holliday junction branch migration, FAM/BHQ fluorescence | inhibition, % at 10.4 µM | actives 0.14% (n = 360,000) | Q92698;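 active = mean normalized replicate activity at least 40 and at least half of replicates scoring 40 or more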;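 note: 0% = median of neutral control wells and 100% = median of positive control wells; inhibitors cause a drop in the FAM fluorescence signal; in these data hits start at about 50%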
ERAP1 HTS inh: ERAP1 (human) enzyme inhibition | recombinant ERAP1, Leu-AMC fluorescence, 60 min | inhibition, % at 10.7 µM | actives 0.15% (n = 340,000) | AID 652197;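 active = mean replicate inhibition of at least 30%, or all replicates individually reaching that 30% level; inactive = mean below 30% and not every replicate reaching it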;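 note: 0% = neutral control wells and 100% = L-leucinethiol positive control wells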
E-sel inducer: E-selectin induction on HUVECs. HUVEC E-selectin immunofluorescence imaging; normalized: neutral wells 0, TNF-alpha wells 100. activation, % at 7.58 µM. actives 0.37% (n = 260,000). AID 686992;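 active = mean E-selectin-positive cell signal at least 10% of the positive control, reached in at least 60% of replicates, without over 20% cell loss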;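 note: in these data hits start at about 27%; measured in HUVEC primary endothelial cells; signal is the percent of cells scored E-selectin positive by PE staining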
Target sequence (P16581 whole entry, looked up): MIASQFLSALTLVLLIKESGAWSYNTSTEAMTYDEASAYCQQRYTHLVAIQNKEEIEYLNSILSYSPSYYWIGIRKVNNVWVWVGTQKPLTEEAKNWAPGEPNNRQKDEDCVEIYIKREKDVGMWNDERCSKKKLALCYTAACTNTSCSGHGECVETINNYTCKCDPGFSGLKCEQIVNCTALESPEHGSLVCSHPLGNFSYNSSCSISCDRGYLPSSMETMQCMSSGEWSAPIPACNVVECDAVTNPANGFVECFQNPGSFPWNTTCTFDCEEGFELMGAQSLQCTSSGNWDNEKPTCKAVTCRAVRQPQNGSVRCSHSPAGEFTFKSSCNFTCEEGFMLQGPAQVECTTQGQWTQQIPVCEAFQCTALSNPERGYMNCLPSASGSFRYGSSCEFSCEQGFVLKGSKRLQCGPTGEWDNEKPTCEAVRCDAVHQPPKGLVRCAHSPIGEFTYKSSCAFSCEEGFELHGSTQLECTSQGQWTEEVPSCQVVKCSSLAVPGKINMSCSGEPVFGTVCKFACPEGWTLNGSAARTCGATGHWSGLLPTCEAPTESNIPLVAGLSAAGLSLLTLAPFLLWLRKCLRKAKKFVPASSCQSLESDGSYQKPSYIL
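material = human umbilical vein endothelial cells (HUVEC), E-selectin induction | quantity = 3,000 cells/well | medium = EGM-2 growth medium on 0.1% gelatin-coated wells | technique = immunofluorescence imaging | read-out basis = % PE-positive cells | control set = TNF-alpha positive control, DMSO neutral control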
PGC1a acetyl inh: lowers PGC1a acetylation signal in U2OS cells | AlphaScreen anti-acetyl-lysine; with virally co-expressed GCN5 acetyltransferase | inhibition, % at 15.6 µM | actives 0.17% (n = 350,000);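 active = every replicate shows inhibition of at least 40%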;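 note: 0% = neutral control wells and 100% = positive control wells; some results beyond the cut were filed as inactive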
RAD52 anneal inh: RAD52 (human) annealing inhibition; actives 0.46% (n = 360,000); P43351; recombinant RAD52 DNA annealing, FRET fluorescence; inhibition, % at 18.7 µM;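 active = every replicate showing at least 50% inhibition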
Target sequence (P43351 whole entry, looked up): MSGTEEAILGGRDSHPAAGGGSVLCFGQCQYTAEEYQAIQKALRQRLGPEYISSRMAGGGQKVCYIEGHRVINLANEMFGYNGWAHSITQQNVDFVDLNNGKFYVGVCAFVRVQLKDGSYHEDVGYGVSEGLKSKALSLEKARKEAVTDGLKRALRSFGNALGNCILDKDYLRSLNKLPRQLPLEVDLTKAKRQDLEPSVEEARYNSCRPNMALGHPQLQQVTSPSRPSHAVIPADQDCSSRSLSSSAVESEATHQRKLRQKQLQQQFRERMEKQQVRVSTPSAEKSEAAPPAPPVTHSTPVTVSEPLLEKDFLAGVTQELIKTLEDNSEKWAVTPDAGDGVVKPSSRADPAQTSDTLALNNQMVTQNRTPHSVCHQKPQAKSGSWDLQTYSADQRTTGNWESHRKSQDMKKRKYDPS
PglD DTNB: inhibitors of Campylobacter jejuni PglD acetyltransferase; purified PglD enzyme, DTNB colorimetric CoA detection; inhibition, % at 12.5 µM; actives 0.098% (n = 360,000); in the data active = inhibition above about 16%, passing the limit was not always enough; note: strong numbers were not always called active
Cneo AK release: Cryptococcus neoformans lysis via adenylate kinase release. AID 651654. C. neoformans lysis, adenylate kinase release luminescence, 4 h; normalised: neutral wells 0, clomiphene wells 100. actives 0.2% (n = 360,000). lysis activity, % at 15 µM;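 active = mean lysis activity across replicates of at least 80%, whatever share of replicates individually reach that level; inactive = mean lysis activity below 80%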
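Test system: log-phase Cryptococcus neoformans yeast cells. Input: 5 × 10^6 yeast cells/mL. Medium: fresh YPD growth medium. Doses: single dose. Incubation: static 4 h at 37 °C with compound, 1 h detection. Measured by: luminescent adenylate kinase detection reagent. Read-out: signal increase indicating cell lysis. Benchmarks: Clomiphene.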
miR122 inh: inhibitors of miR-122 in Huh7 cells | actives 0.3% (n = 340,000) | Huh7 miR-122 Renilla luciferase sensor, 48 h; neutral wells = 0, positive control = 100 | activation (reporter increase), % at 12.5 µM;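 active = mean replicate activation score at least 90 and every replicate individually at or above 90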;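 note: higher luciferase means less miR-122 activity so hits act as miR-122 inhibitors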
Numbers without * were called inactive; i = inactive; . = no result given; [ ] = remark or other dose.

mol,RAD54 branch,ERAP1 HTS inh,E-sel inducer,PGC1a acetyl inh,RAD52 anneal inh,PglD DTNB,Cneo AK release,miR122 inh
CCc1noc(C)c1C(=O)N(CC)CC(=O)Nc1ccccc1C(F)(F)F,-8,-1,.,.,-11,-5,-2,.
COc1ccc(C(C)C)cc1S(=O)(=O)NCCCn1ccnc1,-1,2,.,.,-7,.,-1,.
O=C(O)CSCCC(=O)Nc1ccc(F)cc1,5,.,.,16,.,7,2,0
CCCCn1c(CNC(=O)CCC)nc2ccccc21,-2,4,-2.2,-2,1,-6,0,-1
CCCNC(=O)N1[C@@H](C#N)[C@H](c2ccc(-c3cccc(OC)c3)cc2)[C@@H]1CO,15,3,0.3,-6,-19,0,-4,.
CCC(=O)N(C)C[C@@H]1Oc2cc(C#Cc3ccccn3)ccc2S(=O)(=O)N([C@@H](C)CO)C[C@H]1C,-1,-2,-0.1,12,-28,0,4,-11[16.7 µM]
CC1CCN(C(=O)COC(=O)c2ccc3c(c2)C(=O)N(Cc2ccco2)C3=O)CC1,9,2,-0.1,2,-7,-9,0,-4
COc1ccc(Cc2noc(CN(C)CCc3ccccc3)n2)cc1OC,-2,-1,.,-2,-3,1,0,8
O=c1c(Cl)c(N/N=C/c2ccc(Br)cc2)cnn1-c1ccccc1,8,.,.,3,.,-3,-3,1
CCC(=O)N1C[C@@H](C)[C@@H](OC)CN(C)C(=O)c2ccc(NC(=O)c3ccno3)cc2OC[C@@H]1C,-18,-1,0.1,-8,i,-4,-1,10[16.7 µM]
CN(C)S(=O)(=O)c1cccc(NC(=O)COc2ccccc2C(=O)Nc2ccccc2)c1,-14,-4,0.2,-12,-2,0,7,-2
C=CCSc1nnc(NC(=O)c2ccc(Cl)nc2)s1,-1,.,.,-6,.,4,0,8
CCc1cc(C(=O)OCC(=O)N2CCC(c3ccccc3)=N2)sc1C,4,4,-0.2,.,-39,-1,0,.
O=C(C[C@@H]1C[C@H]2c3cc(NC(=O)C4CCOCC4)ccc3O[C@H]2[C@@H](CO)O1)NCCN1CCCCC1,-3,4,0.6,6,24,7,61,8[16.7 µM]
CC(=O)NC1(C(F)(F)F)C(=O)N(Cc2ccccc2)C2=C1C(=O)CC(C)(C)C2 (configuration not stated),-4,.,.,.,.,-2,-1,-16
CC(C)Cc1nc2sc3c(=O)[nH]cnc3c2c2c1CCCC2,.,0,.,-3,-6,.,.,0
Cc1noc(C)c1S(=O)(=O)Nc1ccc2c(c1)CC(=O)N([C@@H](C)CO)C[C@H](C)[C@@H](CN(C)C(=O)Nc1ccc3c(c1)OCO3)O2,-1,.,-12,5,.,0,0,7[16.7 µM]
CCOC(=O)c1ccc(NC(=O)Nn2cnnc2)cc1,8,1,.,.,-15,-1,-1,-6
CCN(CC)C(=O)c1cccc(-c2csc(C(NC(C)=O)c3ccc(F)c(F)c3)n2)c1 (configuration not stated),6,1,0.2,.,-26,-3,-1,3
CCOc1ccc(CCNC(=O)c2sc3nc4n(c(=O)c3c2C)CCC4)cc1OCC,-14,1,-0.5,.,-5,-9,0,-6
Cc1ccc(NC2=NCCCCC2)cc1,-3,.,.,7,.,-2,-3,.
CCCCOc1ccc(C2(C)NC(=O)NC2=O)cc1 (configuration not stated),-2,4,.,6,-26,-4,-1,-4
CC1(C)CC(=O)C2=C(C1)N(Cc1ccco1)C(=O)C2(NC(=O)c1ccc(Cl)cc1Cl)C(F)(F)F (configuration not stated),4,.,.,15,.,15,6,-3
C[C@@H]1CCCCO[C@H](CN(C)C(=O)NC2CCCCC2)[C@@H](C)CN([C@H](C)CO)C(=O)c2cc(NC(=O)Nc3ccc(C(F)(F)F)cc3)ccc2O1,-25,-3,-0.2,-3,-4,3,-3,-2[16.7 µM]
Cc1cc(/C=C(\C#N)c2nc3ccccc3[nH]2)c(C)n1C,-4,.,0.0,-4,.,4,-3,10
COCC#Cc1cnc2c(c1)C(=O)N([C@@H](C)CO)C[C@H](C)[C@H](CN(C)C(=O)NC1CCCC1)O2,-1,2,-2.8,-6,16,3,-2,-1[16.7 µM]
COc1ccc(NC(=O)Nc2ccc3c(c2)[C@@H]2C[C@H](CC(=O)N4CCOCC4)O[C@@H](CO)[C@@H]2O3)cc1,-5,.,-0.6,7,.,-5,-12,-4[16.7 µM]
Cc1ccc(CNC(=O)C2CC(c3cccc([N+](=O)[O-])c3)=NO2)cc1 (configuration not stated),0,-2,-0.2,-2,4,-2,2,2
COc1ccccc1C(=O)n1nc(-c2ccco2)nc1SC,.,-7,0.9,-3,-17,.,.,.
O=C(OCC(=O)N1CCOCC1)c1ccc2ccccc2c1O,5,1,.,-4,-17,4,0,-4
O=C(NCc1ccccc1)c1c[nH]c2ccc(F)cc2c1=O,-3,-1,.,15,-41,1,2,25
O=C(C[C@@H]1CC[C@@H]2[C@H](COC[C@H](O)CN2Cc2cccc(F)c2)O1)NCc1ccncc1,1,-1,-0.1,6,7,0,-1,6[16.7 µM]
CCC(=O)N(C)C[C@@H]1Oc2ncc(-c3ccc(C)cc3)cc2C(=O)N([C@H](C)CO)C[C@H]1C,1,2,-0.5,3,16,-2,-1,3[16.7 µM]
COc1ccc(OC)c(NC(=O)c2cc(S(=O)(=O)N3CCCCC3)c[nH]2)c1,3,.,.,4,.,2,-1,-7
Cc1cc(C)nc(/N=c2/ssnc2Cl)c1,5,.,.,10,.,5,-4,-7
CCOC(=O)CCNc1n[nH]c(=O)[nH]c1=O,-12,2,.,.,-4,7,-3,.
COc1ccc(CNC(=O)C(c2ccc(C)o2)N(C(=O)c2snc(C(N)=O)c2N)c2ccccc2OC)cc1 (configuration not stated),.,3,1.7,-5,-17,.,.,16
COc1ccc(C2OCC3(CO2)SC(=O)NC3=O)cc1OC (configuration not stated),9,-3,.,.,-11,3,-4,2
COCC#Cc1ccc2c(c1)O[C@H](CN(C)CC1CCOCC1)[C@@H](C)CN([C@H](C)CO)S2(=O)=O,6,1,0.1,-4,-2,-1,42,11[16.7 µM]
N=c1n(CCN2CCCCC2)c2ccccc2n1CC(=O)c1cccs1,9,.,0.2,-28,13,0,-1,7
C[C@@H]1CCCCO[C@@H](CN(C)Cc2ccccc2)[C@@H](C)CN([C@H](C)CO)C(=O)c2cc(NC(=O)CCCN(C)C)ccc2O1,3,4,.,-4,21,5,0,4[16.7 µM]
COc1ccc(NC(=O)NCc2cccnc2)c(OC)c1,-3,2,-0.3,-2,-9,-6,-11,5
CCC(C)NC(=O)CN(c1ccc(OC)cc1)S(=O)(=O)c1ccc(NC(C)=O)cc1 (configuration not stated),-4,.,.,-11,.,1,-1,-1
COc1cc(OC)cc(-c2c(C#Cc3ccsc3)c3cc(-c4cc(OC)c(OC)c(OC)c4)ccc3n2C)c1,4,0,0.2,-1,-11,0,-3,5
COc1ccc(N2CCN(S(=O)(=O)c3ccc(C(=O)NCc4ccco4)cc3)CC2)cc1,4,.,.,-5,.,4,-2,2
Cc1ccc(S(=O)(=O)N2CCN(C(=O)COC(=O)c3c(C)cc(C)cc3C)CC2)c(C)c1,2,-1,-0.2,-2,-12,-3,-7,-2
CC=Cc1ccc2n(c1=O)C[C@@H]1N[C@H]2[C@H](C(=O)NC2CCCCC2)[C@H]1CO (mixture of isomers),14,3,0.0,.,8,9,45,.
O=C(N/N=C/c1cc(Br)c(O)c([N+](=O)[O-])c1)C(O)(c1ccccc1)c1ccccc1,1,1,0.1,40,-4,-7,2,-6
Cn1ccc2c(N3c4ccccc4CCc4ccccc43)cc3c(c21)C1CCC3C1 (configuration not stated),6,3,-0.7,-3,-16,-3,2,-2
NC(=O)Nc1ccc(C(=O)OCC(=O)NCc2ccc3c(c2)OCO3)cc1,7,-2,.,-2,5,5,1,-9
COc1cc2c(cc1OC)C(C(=O)NCc1ccco1)C1c3ccccc3CCN1C2=O (configuration not stated),-1,.,.,-7,.,2,3,.
CC(=O)N1CCN(C(=O)C(Cc2ccccc2)NC(=O)c2ccccc2)CC1 (configuration not stated),9,-1,.,8,-16,-2,1,-7
CC(=O)c1c(C(C)=O)c(C)n(Cc2ccccc2)c1C,4,.,.,6,.,-1,9,1
CCCCSc1nnc(-c2ccc(NC(=O)CCc3ccccc3)cc2)n1C,-7,.,.,0,.,-6,1,-1
C[C@@H]1CCCCO[C@@H](CN(C)S(=O)(=O)c2ccc(F)cc2)[C@@H](C)CN([C@@H](C)CO)C(=O)c2cc(NS(=O)(=O)c3ccccc3)ccc2O1,-4,4,0.0,2,-3,4,3,3[16.7 µM]
CN(C)CCCNC(=O)C[C@H]1CC[C@@H](NC(=O)Cc2cccnc2)[C@@H](CO)O1,2,4,0.3,-11,6,-2,-4,.
COc1cc(C2C(C#N)=C(N)Oc3cc(C)n(CCc4ccccc4)c(=O)c32)cc2c1OCO2 (configuration not stated),3,.,.,1,.,-3,-1,7
CCOc1ccc(NC(=O)c2cccc3c2C(=O)N(CC2CCCO2)C3)cc1 (configuration not stated),13,2,.,-5,-14,-1,-1,1
CCCN(C)C[C@H]1Oc2cc(C#CC3CC3)ccc2S(=O)(=O)N([C@@H](C)CO)C[C@H]1C,-1,3,0.2,9,-12,2,0,17[16.7 µM]
CN(C)C(=O)C(Sc1ccc(S(=O)(=O)N2CCCC2)cn1)c1ccccc1 (configuration not stated),-7,2,.,4,-13,3,0,-2

(further entries)
mol,RAD54 branch,ERAP1 HTS inh,E-sel inducer,PGC1a acetyl inh,RAD52 anneal inh,PglD DTNB,Cneo AK release,miR122 inh
CCCCOP(=O)(c1ccc(N(C)C)cc1)C(O)c1ccncc1 (configuration not stated),2,.,.,9,.,-5,-2,-8
CC(=O)Nc1ccc(N2C(=O)CC(Sc3nc(C)cc(C)n3)C2=O)cc1 (configuration not stated),2,-3,0.7,28,8,0,4,-6
CCCNC(=O)N1[C@@H](C#N)[C@H](c2ccc(-c3ccccc3F)cc2)[C@@H]1CO,0,-4,0.0,-16,-5,-2,-3,.
N#CC1=C(N)Oc2n[nH]c(-c3ccncc3)c2C1c1ccsc1 (configuration not stated),3,.,.,8,.,5,-3,.
COCCN(Cc1cc2cc(C)ccc2[nH]c1=O)S(=O)(=O)c1ccc(Cl)cc1,1,-1,.,-16,-16,-1,0,2
Nc1ccc2c(c1Cl)C(=O)c1ccc(N)c(Cl)c1C2=O,-9,3,.,.,-10,-3,0,.
Cc1ccc(CSc2nnc(CCNC(=O)OC(C)(C)C)o2)cc1,1,-2,.,3,-2,8,-6,-6
O=C(NCC(c1cccs1)N1CCOCC1)c1cc(F)cc(F)c1 (configuration not stated),-4,-3,-0.2,.,-23,4,-1,-10

4 of these compounds in another layout:
Fields – RAD54 branch	ERAP1 HTS inh	E-sel inducer	PGC1a acetyl inh	RAD52 anneal inh	PglD DTNB	Cneo AK release	miR122 inh
> CCCNC(=O)N1[C@@H](C#N)[C@H](c2ccc(-c3ccccc3F)cc2)[C@@H]1CO
 : 0	-4	0.0	-16	-5	-2	-3	.
> N#CC1=C(N)Oc2n[nH]c(-c3ccncc3)c2C1c1ccsc1 (configuration not stated)
 : 3	.	.	8	.	5	-3	.
> COCCN(Cc1cc2cc(C)ccc2[nH]c1=O)S(=O)(=O)c1ccc(Cl)cc1
 : 1	-1	.	-16	-16	-1	0	2
> Nc1ccc2c(c1Cl)C(=O)c1ccc(N)c(Cl)c1C2=O
 : -9	3	.	.	-10	-3	0	.
